Source: PubChem BioAssay
NR2E3 ag-1 = NR2E3 agonists in two-hybrid cells, primary screen, cell-based, luminescence, CHO-S, Gal4-NCOR/VP16-NR2E3; inhibition of corepressor binding, % at 3.98 µM; luciferase; AID 602229, 2012; Photoreceptor-specific nuclear receptor (Homo sapiens), Q9Y5X4; hit rate 0.35% among 360,000;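 active means inhibition above the mean of all tested compounds plus 3 SD, cut at about 70% in these data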;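 further: 0% = DMSO with NR2E3 transfected cells and 100% = cells lacking NR2E3 construct; higher means lower luciferase signal from less NR2E3 corepressor binding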
Target sequence (Q9Y5X4 whole entry, looked up, the tested form may be a part): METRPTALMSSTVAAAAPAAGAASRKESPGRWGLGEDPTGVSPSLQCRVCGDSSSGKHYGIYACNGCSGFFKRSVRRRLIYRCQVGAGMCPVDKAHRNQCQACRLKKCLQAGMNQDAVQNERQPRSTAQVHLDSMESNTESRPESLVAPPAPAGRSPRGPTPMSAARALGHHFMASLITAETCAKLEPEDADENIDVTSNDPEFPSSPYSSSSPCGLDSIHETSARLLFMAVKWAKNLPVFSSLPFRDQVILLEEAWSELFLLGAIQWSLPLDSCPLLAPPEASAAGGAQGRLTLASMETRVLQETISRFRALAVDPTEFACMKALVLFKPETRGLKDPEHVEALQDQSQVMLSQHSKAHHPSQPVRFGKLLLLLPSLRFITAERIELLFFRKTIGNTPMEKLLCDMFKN
Peg3 prom inh = Peg3 promoter-driven luciferase inhibitors, primary screen, cell-based, HeLa, luciferase luminescence. HeLa PEG-Prom luciferase reporter, overnight. inhibition, % at 20 µM. hit rate 1.7% among 360,000;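 active means inhibition of at least 50% at 20 µM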
HIF-2a inh = HIF-2a reporter inhibitors, primary screen, luminescence, 786-0 RCC cells; 786-0 RCC cells HIF-2a reporter, luciferase luminescence, overnight; inhibition, % at 18.8 µM; hit rate 0.72% among 360,000; AID 624352, 2012;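 active means inhibition of the luminescence signal of 40% or more relative to plate controls, in a single-dose primary screen at 18.75 µM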
NR2E3 ag-2 = inhibitors of NR2E3-RetCOR corepressor binding, primary screen, NR2E3 agonist project, biochemical, TR-FRET, GST-NR2E3, biotin-RetCOR. AID 2300, 2010. 1536-well. inhibition of corepressor binding, % at 4.78 µM. hit rate 0.12% among 320,000;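 active means percent inhibition above the cutoff of mean plus 3 SD of all tested compounds, set per screening campaign, cut at about 20% in these data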;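 further: 0% = DMSO wells and 100% = biotin wells as full block of FRET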
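Material: NR2E3–RetCOR corepressor complex | Quantity: 1.35 nM GST-tagged NR2E3 final | Schedule: 5 h at 4 °C | Replication: Singlicate compound wells | Reagent: RetCOR corepressor, biotinylated, 7 nM | Controls: Biotin wells as high control, 0.6% DMSO wells as low control | Signal: TR-FRET, Eu(K)-anti-GST donor, streptavidin-D2 acceptor, ex 340, em 617/671 nm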
PDI turbidity = inhibitors of human PDI, primary screen, biochemical, turbidity, single point, plate reader | Protein disulfide-isomerase (Homo sapiens), P07237 | PDI insulin aggregation turbidity, A650, 90 min | inhibition, % at 10 µM | hit rate 0.052% among 350,000 | AID 588391, 2011;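 active means mean inhibition across replicates of 30% or more, whatever share of single replicates reach that level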;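 further: absorbance from insulin aggregation driven by PDI reduction with DTT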
Target sequence (P07237 whole entry, looked up): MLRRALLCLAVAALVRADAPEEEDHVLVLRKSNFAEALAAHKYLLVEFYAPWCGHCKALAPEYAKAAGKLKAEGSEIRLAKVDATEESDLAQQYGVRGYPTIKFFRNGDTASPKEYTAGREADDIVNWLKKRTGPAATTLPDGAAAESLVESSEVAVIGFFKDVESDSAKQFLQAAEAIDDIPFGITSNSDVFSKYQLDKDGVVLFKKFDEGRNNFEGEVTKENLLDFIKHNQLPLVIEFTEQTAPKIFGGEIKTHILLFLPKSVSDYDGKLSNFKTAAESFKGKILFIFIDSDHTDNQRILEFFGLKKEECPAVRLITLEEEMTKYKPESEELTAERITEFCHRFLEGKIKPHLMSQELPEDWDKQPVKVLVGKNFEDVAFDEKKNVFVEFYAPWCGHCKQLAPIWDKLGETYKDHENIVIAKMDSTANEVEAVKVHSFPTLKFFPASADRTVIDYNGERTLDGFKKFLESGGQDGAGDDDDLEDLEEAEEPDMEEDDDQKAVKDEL
CaV13 ICDI inh = Disruptors of the CACNA1D IQ motif to Ca2+-dependent inactivation inhibitor domain association, primary screening, Förster resonance energy transfer in intact living …; inhibition, % at 12.3 µM; hit rate 0.098% among 340,000; HEK cells, CFP/YFP FRET ICDI-IQ, plate reader, 10 min; percent FRET-ratio fall versus neutral wells; AID 743397;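 active means mean replicate inhibition of at least 30% and at least 1% of replicates passing that level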;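 further: 0% = median of the neutral control wells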
iPSC survival up = enhancers of single-cell hiPSC survival, primary screen, ATPlite luminescence | hit rate 0.044% among 360,000 | survival enhancement, % at 20 µM | 100% = ROCK inhibitor wells, 0% = DMSO; in the data active means survival enhancement above about 18%;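 further: cells exposed to compounds for 16 hours before the ATP read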
Vif imaging = HIV Vif self-association inhibitors, primary screen, imaging, HEK293T, single point. hit rate 0.35% among 340,000. inhibition, % at 7.49 µM. HEK293T cells, Vif self-association by quenched fluorescence, 24 h; in the data active means inhibition above about 50%, passing the limit was not always enough; further: some results filed as inactive read as strong as hits
Exocytosis inh = LAMP-1 surface exposure blockers, TALL-104 cells – cell-based, flow cytometry, MLPCN library, primary screen; AID 651702, 2012; inhibition, % at 10 µM; TALL-104 LAMP-1 surface exposure; cells stimulated with thapsigargin and PMA; hit rate 0.66% among 360,000;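 active means inhibition above about 55%, limit read from the data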
aDG glyco act = activators of alpha-DG glycosylation, primary screen, uHTS, Pro5-aDG cells, AlphaScreen | alpha-DG glycosylation AlphaScreen (IIH6); 0% Pro5, 100% B10-LARGE cell signal | activation, % at 10 µM | hit rate 0.22% among 360,000;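 active means activation of at least 8% versus controls, or a plate z-score of at least 8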;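 further: Pro5 are CHO cells carrying HIG-tagged alpha-DG that lacks glycosylation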
TRPM1 prom inh = inhibitors of MITF-dependent TRPM1 promoter reporter, primary screen, cell-based, SK-MEL-5, single point, luciferase; SK-MEL-5 TRPM1 promoter luciferase, 24 h; inhibition, % at 12.5 µM; hit rate 0.83% among 330,000; AID 488899, 2010;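 active means mean inhibition across replicates of 60% or more, whatever share of single replicates reaches that level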; further: values of inactives mirror those of a sister screen read the other way
The depositor's hits bear a star; x = no result given.

smiles	NR2E3 ag-1	Peg3 prom inh	HIF-2a inh	NR2E3 ag-2	PDI turbidity	CaV13 ICDI inh	iPSC survival up	Vif imaging	Exocytosis inh	aDG glyco act	TRPM1 prom inh
Cc1ccc(OC(C)C(=O)N2CC(=O)Nc3ccccc32)c(C)c1 (configuration not stated)	5.8	4.4	4.9	4.8	0.2	-3.1	-0.6	11.4	23.0	-0.1	-5.7
N#Cc1ccccc1OCC(=O)OCC(=O)N1CCN(C(=O)c2ccco2)CC1	-44.3	8.1	14.6	0.1	9.5	5.2	-0.2	-3.6	8.1	0.1	12.5
Fc1ccc2nc(-c3ccccc3)nc(SCc3nnc(-c4ccccc4)o3)c2c1	-11.8	22.0	23.8	0.5	-5.7	-5.8	-3.1	-2.5	4.7	0.7	10.8
O=C1C=CC(=O)N1Nc1ccc(Br)cc1	20.5	-20.6	10.6	3.5	-1.3	-2.7	0.3	x	4.2	0.1	-1.7
CCOc1ccc(S(=O)(=O)NC(Cc2c[nH]c3ccccc23)C(=O)O)cc1 (configuration not stated)	-10.9	13.1	13.9	-0.7	-3.9	-17.7	0.3	11.1	0.0	-0.1	18.2
CC(=O)N1[C@H](C)C=C[C@]1(Cc1ccccc1)C(=O)NCCN1CCOCC1	-2.2	-39.8	-30.2	1.3	-6.2	-6.7	0.1	-1.7	5.2	-0.1	-14.4
CCn1cc(C(=O)N2CCCc3ccccc32)c2cc(OC)c(OC)cc2c1=O	-33.1	17.6	21.7	1.1	5.5	x	1.6	3.2	-0.7	-0.1	-13.1
COc1cccc(N=Nc2c(=O)[nH]n3c(C)cc(C)nc23)c1	-16.9	8.0	0.6	-14.1	-5.5	-5.9	-1.0	-1.3	2.5	-0.1	6.2
Cc1ccc(C(C(=O)NC(C)(C)C)N(Cc2ccco2)C(=O)CCC(=O)Nc2ccccn2)cc1 (configuration not stated)	-12.2	19.1	11.4	-1.0	11.6	-2.4	-0.7	-6.7	-6.1	0.0	-4.0
CCCCC(=O)NC1(C(F)(F)F)C(=O)N(CC(C)C)C2=C1C(=O)CC(C)(C)C2 (configuration not stated)	-7.4	-35.8	-69.4	2.0	-2.3	-8.5	-1.4	x	-6.4	-0.3	-7.8
N#Cc1c(-c2ccc(F)cc2)c(-c2ccc(F)cc2)nn(CCO)c1=O	-34.9	19.6	5.7	x	6.7	-6.4	-1.6	6.2	-1.2	0.1	10.8
CCOc1ccc(CCNC(=O)c2cc3sccc3n2CC)cc1OCC	1.7	20.6	12.3	-0.1	-4.9	-3.5	-2.5	-15.3	0.2	0.1	13.7
Cc1nn(C)c(Oc2cccc(Cl)c2)c1C(=O)Nc1ccc(F)cc1F	1.2	-1.1	27.3	0.1	12.9	x	0.3	-12.4	-1.7	0.6	-1.4
COc1cccc(CC(=O)NC2CCSc3ccccc32)c1 (configuration not stated)	14.9	-6.1	-6.3	3.2	0.0	-3.0	0.2	-2.1	3.6	0.0	3.8
C=CCn1c(=O)c(C(=O)Nc2ncccc2O)c(O)c2ccccc21	-17.9	12.0	0.5	x	-4.0	-3.7	1.1	-4.7	-7.3	-0.1	3.9
CCOC(=O)c1ccc2nc(NC(=O)c3ccco3)sc2c1	-176.4	-118.7	-133.4	0.4	-6.8	-4.0	-2.4	x	-2.0	0.0	-25.4
Cc1onc(-c2ccccc2)c1CNC(=O)Nc1ccc(F)cc1F	-17.7	14.9	23.5	-3.3	4.5	-5.1	-0.8	-6.1	2.1	0.1	8.1
O=C(NC12CC3CC(CC(C3)C1)C2)c1ccc(-c2ccccc2Cl)o1	-31.9	-340.6	-151.1	-0.5	1.9	-4.9	-1.2	-10.1	2.1	-0.1	-19.1
Cn1ccc2c(N3c4ccccc4CCc4ccccc43)cc3c(c21)C1CCC3O1 (configuration not stated)	-18.1	-17.6	7.2	x	x	-8.0	-1.6	x	2.8	5.2	x
O=c1[nH]c2ccccc2s1	-37.8	-0.2	12.8	1.5	x	x	1.0	4.3	0.9	-0.1	4.7
Cc1ccc(C2=CC(=O)C[C@H](c3ccc(Cl)cc3)C2)cc1	6.3	-13.3	-35.1	4.3	-0.5	x	-2.3	5.3	-1.9	0.1	-10.7
CCOC(=O)c1nc(Nc2cccc(C)c2)c2ccccc2n1	1.9	19.6	-3.7	-2.1	-9.2	-6.8	0.9	-1.8	-2.3	0.1	-3.4
CCOc1ccc(N/C(C)=C\C(=O)c2ccc3c(c2)OCCO3)cc1	-5.9	-337.2	-112.6	-0.3	9.3	-5.5	-1.2	0.6	-2.0	0.1	-51.6
CN1CCN(C(=O)CSc2nc(-c3ccco3)cc(C(F)(F)F)n2)CC1	2.8	13.2	10.2	0.4	0.3	3.2	1.0	42.0	2.4	-0.1	5.2
COc1ccc(OCCCCn2c(CO)nc3ccccc32)cc1	-22.7	7.6	-4.5	-2.1	-13.0	-2.0	-0.6	-17.0	0.1	0.2	2.9
O=C1CSC(c2ccccc2Cl)N1 (configuration not stated)	-1.9	4.5	19.2	0.1	14.8	-5.0	-0.5	0.2	1.1	-0.2	6.2
COc1ccc(NC(=O)C(C)N2c3cccc4cccc(c34)S2(=O)=O)cc1 (configuration not stated)	20.1	7.4	7.8	1.8	4.3	-7.1	-2.0	-6.5	0.6	0.2	-4.2
Cc1ccc2nc(SCC(=O)NC(=O)NCc3ccco3)[nH]c2c1	4.6	-8.4	-12.1	-0.2	4.7	-4.2	2.9	1.3	-0.1	-0.1	-9.8
O=C1CN(C(=O)COC(=O)CCc2ccccc2)c2ccccc2N1	-8.4	5.6	20.5	x	-7.8	-5.2	4.7	-2.3	-4.1	-0.2	3.9
COc1cc(NC(=O)c2ccc(COc3ccccc3Br)o2)cc(OC)c1OC	-19.7	13.6	-13.8	5.0	9.0	-4.7	1.5	x	-2.5	0.5	3.4
O=C(Nc1c(-c2ccccc2)nc2ccccn12)c1ccccc1F	4.9	3.8	11.2	2.7	-0.4	-2.9	-0.6	-8.8	1.2	0.1	3.9
O=C(Nc1ccccn1)c1ccc(S(=O)(=O)N2CCCCC2)cc1	-46.0	-220.2	-178.4	3.1	1.2	-4.8	0.2	0.1	-2.7	-0.3	-87.2
COc1ccc(OC)c(/C=C2\SC(N3CCCCC3)=NC2=O)c1	-15.0	-10.6	-29.6	-1.3	3.6	-22.4	0.5	x	-11.8	0.1	-6.6
COC(=O)c1cc(Br)c(=O)n(CCN2CCOCC2)c1	-4.1	16.9	1.8	-3.2	-0.8	-5.2	2.3	-7.1	-2.3	-0.2	7.6
Cc1ccc(NC(=O)c2oc3ccccc3c2C)nc1	-195.0	-318.2	-214.4	-0.4	-3.1	-5.8	-0.4	x	-8.1	0.0	-11.6
COc1ccnc(-n2cccc2C#N)c1C#N	-10.0	10.0	17.1	2.9	-5.5	-2.8	1.9	-1.6	-3.0	-0.1	14.9
COc1c(O[C@@H]2O[C@H](CO)[C@@H](O)[C@H](O)[C@H]2O)cc2c(c1OC)-c1ccc(SC)c(=O)cc1C(NC(C)=O)CC2 (some centres not stated)	12.0	2.2	6.3	2.8	3.1	-5.1	0.9	5.2	-12.5	0.1	-5.8
COCc1ccc(-c2c(-c3cc(OC)cc(OC)c3)oc(=O)c3cc(OC)c(OC)cc23)cc1	-13.6	-66.6	-150.9	2.9	-3.3	-7.7	-0.1	x	-0.6	-0.3	-63.2
O=C(CCS(=O)(=O)c1ccc(Br)s1)NCc1ccc2c(c1)OCO2	-1.7	11.1	8.8	6.6	-4.2	-6.8	-1.3	2.6	-0.1	-0.2	-14.9
Cc1cc(C)n(C(=O)CCN2C(=O)c3ccccc3C2=O)n1	-14.6	11.2	5.3	1.2	-1.9	x	2.3	-9.5	1.5	-0.1	4.7
C=C1CC[C@@H]2[C@](C)(CO)[C@H](O)CC[C@@]2(C)[C@@H]1/C=C/C1=CCOC1=O	-6.6	12.5	5.8	-3.1	7.0	-4.6	-0.2	0.7	-24.3	0.0	18.0
COc1cc(/C=N/OCC(=O)NC23CC4CC(CC(C4)C2)C3)ccc1OCc1ccccc1	-49.1	-117.2	-91.2	0.8	-15.5	-3.2	-1.9	-9.1	1.0	0.5	-38.1
CC(Sc1nnc(CN2CCCC2)n1Cc1ccccc1)C(=O)Nc1ccc(F)c(F)c1F (configuration not stated)	11.6	9.7	18.1	x	9.2	-2.3	-0.3	-3.7	-1.3	0.4	2.1
O=C(N/C(=C/c1cccs1)C(=O)N1CCOCC1)c1cccs1	-8.9	19.0	20.2	-1.4	-15.4	-4.7	-2.3	10.4	-2.6	0.1	-5.9

Part of the list above with just TRPM1 prom inh and CaV13 ICDI inh.
molecule	TRPM1 prom inh	CaV13 ICDI inh
COC(=O)c1cc(Br)c(=O)n(CCN2CCOCC2)c1	7.6	-5.2
Cc1ccc(NC(=O)c2oc3ccccc3c2C)nc1	-11.6	-5.8
